TEAD-YAP block: TEAD-YAP interaction inhibition. inhibition, % at 9.12 µM. AID 1259422. HEK-TIYL cells, TEAD-Gal4/YAP UAS-luciferase luminescence. 640,000 compounds, 1.4% hits; in the data active = inhibition above about 32%;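 note: 0% = median of test compound wells and 100% = reference inhibitor wells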
FBW7 act: human FBW7 E3 ligase activation, primary screen | Q969H0 | AlphaScreen FBW7–phospho-cyclin E peptide binding, activator screen | normalized activity (activation), % at 26.1 µM | 650,000 compounds, 0.13% hits | AID 1259310; in the data active = normalized activity above about 1.9%;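 note: purified mutant Fbw7 with reduced substrate affinity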
Target sequence (Q969H0 whole entry, looked up): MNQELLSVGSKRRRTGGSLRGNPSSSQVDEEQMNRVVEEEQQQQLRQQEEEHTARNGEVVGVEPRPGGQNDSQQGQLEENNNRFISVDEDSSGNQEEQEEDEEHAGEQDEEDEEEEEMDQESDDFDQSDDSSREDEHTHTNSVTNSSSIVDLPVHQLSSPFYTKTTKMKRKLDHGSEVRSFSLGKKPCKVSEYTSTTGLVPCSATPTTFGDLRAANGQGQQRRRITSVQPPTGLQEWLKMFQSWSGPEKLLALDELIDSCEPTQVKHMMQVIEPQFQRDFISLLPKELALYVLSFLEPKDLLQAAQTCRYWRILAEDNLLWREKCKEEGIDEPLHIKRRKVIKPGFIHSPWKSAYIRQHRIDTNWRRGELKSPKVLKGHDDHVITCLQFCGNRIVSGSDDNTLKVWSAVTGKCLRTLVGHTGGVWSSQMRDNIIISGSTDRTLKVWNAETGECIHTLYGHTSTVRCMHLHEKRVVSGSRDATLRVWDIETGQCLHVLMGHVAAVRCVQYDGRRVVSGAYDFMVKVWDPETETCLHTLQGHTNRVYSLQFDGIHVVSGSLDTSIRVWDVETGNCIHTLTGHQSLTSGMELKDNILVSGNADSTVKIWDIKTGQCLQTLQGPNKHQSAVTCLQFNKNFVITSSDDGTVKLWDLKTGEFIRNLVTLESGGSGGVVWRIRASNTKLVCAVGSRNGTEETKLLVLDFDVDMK
GPR151 activ: activates the human receptor GPR151. Q8TDV0. PathHunter beta-arrestin GPR151 cells, luminescence. activation, % at 11.2 µM. 650,000 compounds, 1% hits; in the data active = activation above about 4.9%;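 note: 0% = median of compound wells and 100% = cells with positive control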
Target sequence (Q8TDV0 whole entry, looked up): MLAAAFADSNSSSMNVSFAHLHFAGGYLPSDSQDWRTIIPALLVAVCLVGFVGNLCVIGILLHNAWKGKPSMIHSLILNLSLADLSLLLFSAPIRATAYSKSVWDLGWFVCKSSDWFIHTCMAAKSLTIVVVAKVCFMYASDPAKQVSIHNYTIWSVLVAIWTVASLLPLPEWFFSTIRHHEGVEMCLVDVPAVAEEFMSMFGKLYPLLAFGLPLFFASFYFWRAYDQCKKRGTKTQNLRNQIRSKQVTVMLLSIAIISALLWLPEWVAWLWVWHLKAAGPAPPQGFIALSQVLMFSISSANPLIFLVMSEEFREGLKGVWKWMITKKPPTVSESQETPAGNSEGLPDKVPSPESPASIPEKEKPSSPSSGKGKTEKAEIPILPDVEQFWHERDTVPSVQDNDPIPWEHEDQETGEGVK
MITF inh: blocks human microphthalmia-associated transcription factor. 650,000 compounds, 0.91% hits. inhibition, % at 2.6 µM. O75030. AlphaScreen MITF homodimerization, bead proximity signal; in the data active = inhibition above about 50%;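 note: 0% = vehicle wells with protein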
An asterisk follows results filed as active. Compounds as they come; about 3.5% have a hit in one of these screens.

SMILES	TEAD-YAP block	FBW7 act	GPR151 activ	MITF inh
CC1CCN(S(=O)(=O)c2ccc(F)c(C(=O)Nc3cc(C(F)(F)F)ccc3Cl)c2)CC1	3.1	0.0	-0.1	2.1
Cc1cnc(-c2c(C)nn(C)c2C)nc1NCCN(C(C)C)C(C)C	-3.1	0.1	-0.4	4.6
CCOc1ccc(C(=O)Nc2ccc3oc(-c4ccc(Cl)c(Cl)c4)nc3c2)cc1[N+](=O)[O-]	-7.8	-0.3	0.0	1.4
COc1cccc(C(=O)c2oc3ccccc3c2NC(=O)c2cccs2)c1	-0.5	0.1	2.4	-3.6
Cc1ccc(C)c(NC(=O)CN(Cc2ccccc2)S(=O)(=O)c2ccccc2)c1	4.3	-0.1	0.5	-5.2
N#Cc1cc([N+](=O)[O-])ccc1NC(=O)COC(=O)CCC1CCCCC1	2.0	-0.2	-1.1	11.6
Cc1csc(=O)n1CCCC(=O)OCc1ccc(C#N)cc1	2.7	-0.1	2.0	6.1
Cc1ccc(C2=NN(S(C)(=O)=O)C(c3ccc(F)cc3)C2)cc1 (centres undefined)	-86.4	0.1	-2.8	-5.2
Cc1cc(=O)nc2c3ccccc3n(C(C)C(=O)N3CCC(C)CC3)n12 (centres undefined)	-4.3	0.2	1.4	-3.0
CCC(C(=O)Nc1cccc(Oc2ccc3c(c2)C(=O)NC3=O)c1)c1ccccc1 (centres undefined)	8.7	0.2	-1.2	22.8
Cc1ccc(S(=O)(=O)Nc2nc3ccc([N+](=O)[O-])cc3s2)cc1	-16.8	-0.1	-1.4	-2.5
CCc1nc2sc(C(=O)N(CC)CC)c(N)c2c2c1CCCC2	1.3	0.4	-0.1	4.5
O=C(Oc1ccc([N+](=O)[O-])cc1)c1ccc(Br)o1	-6.8	-0.1	-1.5	-12.1
CCOC(=O)c1c(-c2ccccc2)oc2cc(CN(C)C)c(O)c(CN(C)C)c12	-11.9	-0.3	0.0	39.1
COc1ccccc1NC(=O)CCc1c(C)nc2c(-c3ccc(F)cc3)c(C)nn2c1C	-4.1	-0.2	-1.0	-10.4
NC(=O)COC(=O)c1cc(-c2ccco2)nc2ccccc12	-3.4	0.0	0.5	32.5
Cc1ccc(CNC(=O)c2ccc3c(c2)nc(C)n3-c2cc(C)cc(C)c2)cc1	-6.0	-0.1	0.0	14.3
C=CCNC(=O)c1sc(=S)n2c1[nH]c(=O)c1ccc(C(=O)OC)cc12	2.2	0.0	-0.5	1.3
Brc1ccc(C2=CC(c3cccc(Br)c3)n3nnnc3N2)cc1 (centres undefined)	9.8	0.5	-0.9	2.5
CCC1CCCCN1C(=O)CSc1nnc(-c2ccc3c(c2)OCCO3)o1 (centres undefined)	-6.3	0.0	0.6	-0.3
O=C(Nc1cccc([N+](=O)[O-])c1)C1CC1(c1ccccc1)c1ccccc1 (centres undefined)	-5.9	-0.2	0.5	-7.5
Cc1cc(OCCOCCNCCN)cc(C(C)C)c1	2.3	0.6	0.0	19.7
CC(=O)n1cc(/C=C2\C(=O)NC(=S)N(Cc3ccccc3)C2=O)c2ccccc21	3.5	-0.1	-0.7	-10.6
O=C(Nc1ccc(N2CCOCC2)cc1)C1COc2ccccc2O1 (centres undefined)	-27.4	0.1	0.7	-0.6
COc1cc2c(cc1OC)CN(Cc1ccc(N(C)C)cc1)CC2	3.4	0.2	0.7	44.1
CCN1C(=O)CC(C(=O)OC)C12CCN(C(=O)c1ccc(N3CCOCC3)cc1)CC2 (centres undefined)	2.6	0.2	-0.9	-21.6
O=C1Nc2ccc(Cl)cc2/C1=N\N1C(=O)c2ccccc2C1=O	4.8	0.1	0.1	4.1
Cc1ccc(OCC(=O)Nc2ccc(F)cc2)cc1	-62.7	0.1	0.0	1.5
CC(C)CCN(C)C1CCN(S(=O)(=O)c2cccc([N+](=O)[O-])c2)CC1	1.2	0.0	0.0	2.1
Cc1nc2c(c(C)c1CCC(=O)NCc1cccnc1)c(=O)n(C)c(=O)n2C	-5.7	-0.2	-0.2	-5.0
N#CC1(C#N)CC(C=O)=C(N)C1(C#N)CC(=O)c1ccc(F)cc1 (centres undefined)	0.8	-0.1	-1.6	-4.9
Cc1cc(N(CC(=O)Nc2ccc(Cl)cc2C)S(C)(=O)=O)ccc1Br	0.4	0.0	0.7	0.5
Cc1ccc(-c2nnc(Nc3ccc(S(N)(=O)=O)cc3)c3ccccc23)cc1S(=O)(=O)NCc1ccccn1	2.7	0.3	0.4	15.5
CCc1cc2c(C)ccc(C)c2nc1SCC(N)=O	7.7	-0.3	0.0	-6.8
Cc1occc1C(=O)N(C)C(Cc1ccccc1)C1CCN(C(=O)c2cnsn2)CC1 (centres undefined)	6.3	0.1	-0.9	10.0
CCOC(=O)c1c(/N=C/N(C)C)sc2c1CCC2	0.8	-0.1	-1.2	0.9
CCCS(=O)(=O)Nc1ccc(N2CCCC2=O)cc1	3.6	0.9	-0.4	17.6
CN(C)C(=O)NC(c1ccccc1)c1ccccc1	8.1	-0.1	0.8	-14.4
O=C(CCc1ccccc1)Nc1nnc(SCC(=O)N2CCOCC2)s1	1.1	0.3	-0.7	9.9
CC(C(=O)O)n1nnc(-c2ccccc2)n1 (centres undefined)	11.1	0.2	1.9	3.6
CC1(C)CC(=O)C2=C(C1)N(Cc1ccccc1)C(N)=C(C#N)C2c1ccccc1 (centres undefined)	-7.0	-0.2	-2.0	-5.2
COc1ccc(/C(N)=N/OC(=O)Oc2ccccc2)cc1	-4.3	0.0	-1.0	1.4
Cc1ccc(C(=O)CSc2nc3c(cc2C#N)CCCC3)c(C)c1	10.1	0.2	0.1	9.1
COc1ccc(Br)cc1CNC1CCCC1	-9.6	-0.2	-0.7	30.7
CCC(Sc1nc2ccccc2o1)C(=O)Nc1cc(C)on1 (centres undefined)	-27.0	-0.2	-0.6	2.6

Looked up one by one from the entries so far, two records:
SMILES	TEAD-YAP block	FBW7 act	GPR151 activ	MITF inh
CC(C(=O)O)n1nnc(-c2ccccc2)n1 (centres undefined)	11.1	0.2	1.9	3.6
COc1ccc(Br)cc1CNC1CCCC1	-9.6	-0.2	-0.7	30.7

New compounds follow:
SMILES	TEAD-YAP block	FBW7 act	GPR151 activ	MITF inh
CC(=O)N(CN1C(=O)c2cccc([N+](=O)[O-])c2C1=O)c1ccc(Cl)cc1Cl	-0.2	0.9	3.4	19.0
O=C(NCc1cccs1)c1cc([N+](=O)[O-])ccc1Cl	22.8	-0.2	0.1	23.6
COC(=O)CNc1nc(Cc2ccccc2)nc2sc3c(c12)CCCC3	-7.2	0.1	-0.5	-4.2
COc1cccc(NC(=S)NC(=O)c2ccccc2[N+](=O)[O-])c1	-54.2	0.5	-0.8	16.0
O=C1CCCN1CCn1cnc2c(NCCN3CCOCC3)nc(N3CCN(Cc4ccc5c(c4)OCO5)CC3)nc21	8.1	0.0	2.0	4.9
Cc1ccc(F)cc1NC(=O)c1sc2ncnc(N3CCCCC3)c2c1C	-6.1	0.0	1.7	-3.8
CC1(C)NC(=O)N(CC(O)COc2ccc(OCC(O)CN3C(=O)NC(C)(C)C3=O)cc2)C1=O (centres undefined)	-1.1	-0.3	-0.5	11.7
O=C(OCc1ccc([N+](=O)[O-])cc1Cl)c1ccc(Br)o1	9.7	-0.1	-0.4	14.9
CC1CCCCN1C(=O)CCNS(=O)(=O)c1ccc2c(c1)oc(=O)n2C (centres undefined)	-5.6	0.1	0.0	5.5
CCOC(=O)C1=C(C)NC(=S)NC1c1cn(-c2ccccc2)nc1-c1ccc(Br)cc1 (centres undefined)	2.7	0.6	-1.4	7.8
Cc1nc2c(c(=O)[nH]1)CCN(Cc1ccccn1)C2	1.4	-0.2	2.7	-6.1
CCCC1(CC)NC(=S)N(c2ccccc2)N1 (centres undefined)	-6.7	-0.1	4.0	-2.9
NC(=O)c1ccc(NC(=O)CSc2nc(=O)n3ccccc3n2)cc1	2.6	0.0	0.7	-10.3
Nc1c(C(=O)O)nnn1Cc1ccccc1	6.1	0.1	-1.2	11.7
CCOCCCNC(=O)C1CCCN1C(=O)Nc1cccc(F)c1 (centres undefined)	-1.5	0.0	-0.3	11.3

Shown with values under each structure: part of the list above
Order of results: TEAD-YAP block | FBW7 act | GPR151 activ | MITF inh
- Cc1cc(=O)nc2c3ccccc3n(C(C)C(=O)N3CCC(C)CC3)n12 (centres undefined)
  -4.3 | 0.2 | 1.4 | -3.0
- CCC(C(=O)Nc1cccc(Oc2ccc3c(c2)C(=O)NC3=O)c1)c1ccccc1 (centres undefined)
  8.7 | 0.2 | -1.2 | 22.8
- Cc1ccc(S(=O)(=O)Nc2nc3ccc([N+](=O)[O-])cc3s2)cc1
  -16.8 | -0.1 | -1.4 | -2.5

(list continues)
SMILES	TEAD-YAP block	FBW7 act	GPR151 activ	MITF inh
Cn1c(SCC(=O)Nc2ccc(S(N)(=O)=O)cc2)nnc1-c1ccccc1Cl	5.9	-0.1	3.1	10.1
CCOc1ccccc1-n1c(=S)sc2c(=O)n(-c3ccccc3C)c(SCC(=O)C(C)(C)C)nc21	0.4	-0.1	1.7	-0.3
N#Cc1c(NC(=O)c2ccc3c(c2)OCCO3)sc2c1CCCCC2	-35.4	0.0	0.6	-9.7
N#CCSc1nc2c(sc(=S)n2CCc2ccccc2)c(=O)n1-c1ccccc1	3.4	0.0	0.6	-6.6
FC(F)(F)C1(C(F)(F)F)N=C(c2ccccc2)OC(N2CCOCC2)=N1	-6.5	0.0	1.2	13.2
CCOC(=O)c1ccc(NC(=O)c2cc3ccccn3n2)cc1	-28.8	0.0	-2.2	6.2
O=[N+]([O-])c1c(Nc2ccc(Oc3ccccc3)cc2)cc(Cl)c2nonc12	1.6	-0.2	1.2	-2.5
O=C(Nc1ccccc1Br)c1cc(S(=O)(=O)NCc2ccco2)ccc1F	-0.4	-0.1	-2.3	-4.2
O=C(c1ccc(Cl)c(F)c1F)N1CCOCC1	3.3	-0.1	2.6	7.7
COC(=O)c1ccc(NC(=O)c2ccc(Cl)c([N+](=O)[O-])c2)cc1	2.8	0.2	-1.7	8.2
Cc1cc(=O)oc2cc(OCC(=O)OCc3nc4ccccc4c(=O)n3CC#N)ccc12	3.0	0.0	-0.3	7.7
O=C(NCCc1nnc2n1CCN(Cc1ccsc1)CC2)C1CCCCC1	-1.5	0.0	2.4	11.4
O=C(c1cc(CCc2ccccc2)no1)N1CCCCC1c1nccs1 (centres undefined)	-65.8	0.1	0.6	17.7
Cc1cccn2c(=O)c3cc(C#N)c(=O)n(Cc4ccccc4)c3nc12	8.0	-0.1	0.3	-2.6
COc1cc(OC)cc(-n2nc(C(=O)N3CCN(c4ccc(F)cc4)CC3)c3ccccc3c2=O)c1	-5.5	0.3	1.1	-10.2

Structures shown so far that have a COOH group, in the order listed:
SMILES	TEAD-YAP block	FBW7 act	GPR151 activ	MITF inh
CC(C(=O)O)n1nnc(-c2ccccc2)n1 (centres undefined)	11.1	0.2	1.9	3.6
Nc1c(C(=O)O)nnn1Cc1ccccc1	6.1	0.1	-1.2	11.7

More entries follow:
SMILES	TEAD-YAP block	FBW7 act	GPR151 activ	MITF inh
CN1CCN(C(=O)C2CCN(S(=O)(=O)c3ccc4c(c3)oc(=O)n4C)CC2)CC1	5.2	0.1	1.6	1.9
O=C(Nc1ccccc1)NC1CCCCC1NC(=O)Nc1ccccc1 (centres undefined)	-6.7	0.9	0.2	-1.0
CC1CN(C(=O)COC(=O)[C@H](C)Nc2ccc(C(F)(F)F)cc2[N+](=O)[O-])CC(C)O1 (some centres undefined)	3.9	0.0	-2.4	8.6
COc1ccc(C(=O)N2CCN3C(=O)[C@H](C)NC(=O)[C@H]3C2)cc1	-10.3	0.4	1.3	1.7
CN1C(=O)/C(=C/c2ccc(O)c([N+](=O)[O-])c2)NC1=S	3.6	-0.4	-2.6	3.1
c1ccc(-c2nnc(Cc3ccc4c(c3)OCO4)o2)cc1	-29.1	-0.3	0.2	-4.5
C=C(C)Cn1c(SCC(=O)Nc2cccc(Cl)c2)nc2sc3c(c2c1=O)CCCC3	6.6	0.1	-0.4	11.6
c1ccc(CCCNc2ncnc3nc[nH]c23)cc1	-8.1	0.0	1.4	4.7
COc1cc(CC(=O)N2CCC3(CC2)NC(=O)c2ccccc2N3)cc(OC)c1OC	0.5	-0.1	0.1	-4.2
O=C(COC(=O)c1ccc([N+](=O)[O-])o1)Nc1nnc(-c2ccccc2)o1	-29.6	-0.2	1.5	13.1
CCN(CC)C(=O)C1CCCN(Cc2cc(Cl)ccc2[N+](=O)[O-])C1 (centres undefined)	5.3	-0.1	0.6	0.3
O=C1N[C@H](Cc2ccccc2)C(=O)N2CCN(Cc3cccs3)C[C@H]12	-2.8	-0.1	-0.8	-3.4
Oc1ccc(CCNc2nc(Nc3cnccn3)nc3c2ncn3-c2ccsc2)cc1	66.5*	0.0	-1.1	2.2
O=C(NN1C(=O)CSC1=S)c1ccncc1	13.3	0.0	-0.8	10.1
CCN(CC)c1cc(-c2cncc(Br)c2)nc(-c2ccccc2)n1	11.2	0.1	-2.2	-0.2
O=C(Oc1ccc(N2C(=O)CCC2=O)cc1)c1ccccc1Cl	4.4	0.0	-1.6	2.7
CCOC(=O)c1cc(-c2ccccn2)nc2c1c(=O)n(C)c(=O)n2CC(C)C	11.4	-0.1	-0.5	3.1
CCN(CC)c1ccc(C2N(Cc3ccccc3)CCN2Cc2ccccc2)c(O)c1	31.1	0.0	1.6	7.1

Entries of single compounds, looked up by structure. Order of values: TEAD-YAP block | FBW7 act | GPR151 activ | MITF inh
Profile of `O=C(NN1C(=O)CSC1=S)c1ccncc1` : 13.3 | 0.0 | -0.8 | 10.1
Profile of `Oc1ccc(CCNc2nc(Nc3cnccn3)nc3c2ncn3-c2ccsc2)cc1` : 66.5* | 0.0 | -1.1 | 2.2
Profile of `CC1CN(C(=O)COC(=O)[C@H](C)Nc2ccc(C(F)(F)F)cc2[N+](=O)[O-])CC(C)O1` (some centres undefined) : 3.9 | 0.0 | -2.4 | 8.6
Profile of `CCN(CC)c1ccc(C2N(Cc3ccccc3)CCN2Cc2ccccc2)c(O)c1` : 31.1 | 0.0 | 1.6 | 7.1
